From PubChem
ssDAF-12 act – activates DAF-12 receptor from parasite S. stercoralis; HEK293 ssDAF-12/GRIP1 lit1-tk-luc reporter, luminescence; % of 3 µM dafachronic acid response; activation, % at 6.8 µM; 370,000 tested, 1% active; AID 652126;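 active means activation above the mean over all tested compounds plus 3 SD, cut at about 0.9% in these data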;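 further: 0% = DMSO-only wells and 100% = 3 µM delta7-dafachronic acid wells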
PG9 Ab binder – PG9 antibody binding by small molecule | TR-FRET gp120-PG9 antibody binding | inhibition, % at 6.7 µM | 360,000 tested, 0.43% active | AID 624416; in the data active means inhibition above about 8.5%
HGIII-sPLA2 inh – Inhibits HGIII-sPLA2 liposome hydrolysis, primary screen; inhibition, % at 12.2 µM; 370,000 tested, 0.56% active; AID 743126; Q9NZ20; QFRET BODIPY PC-A2 liposome hydrolysis, fluorescence;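 active means inhibition above mean plus 3 SD of compounds lying within the high and low control bounds, cut at about 19% in these data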;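 further: 0% = median of test compound wells and 100% = no enzyme DMSO wells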
FXN GAA850 act – increases GAA850 frataxin promoter reporter activity. HEK293 lucGAA850 FXN promoter luciferase reporter, 24 h; percent of 10 µM SAHA response. AID 540364. 360,000 tested, 0.56% active. activation, % at 6 µM;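 active means activation above the average of all compounds screened plus 3 SD, cutoff fixed separately per campaign, cut at about 7.5% in these data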;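 further: 0% = DMSO wells and 100% = 10 µM SAHA wells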
SMARCA2 activ – SMARCA2 function activation, primary screen; MG213 cells, MMTV-luciferase reporter, dexamethasone, overnight; activation, % at 9.1 µM; 370,000 tested, 1% active; AID 652017; in the data active means activation above about 7.8%;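 further: 0% = vehicle wells and 100% = reference activator wells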
PLC-beta3 inh – blocks human PLC-beta3 enzyme activity | 370,000 tested, 0.18% active | AID 720704 | Q01970 | Purified PLC-beta3, fluorogenic substrate, fluorescence | inhibition, % at 12.2 µM; in the data active means inhibition above about 11%;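 further: 0% = median of compound wells on plate and 100% = full blocker control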
DAX1 inh-1 – DAX1 (NR0B1) inhibition, primary screen. HEK293T StAR-luciferase reporter, SF-1/DAX-1 repression relief. inhibition, % at 6.8 µM. 370,000 tested, 1.1% active. AID 652010;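 active means inhibition above the mean over all tested compounds plus 3 SD, cut at about 3.6% in these data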;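 further: 0% = DAX-1 cells with DMSO and 100% = cells lacking DAX-1 with DMSO; higher inhibition means more luminescence from relief of DAX-1 repression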
hgDAF12 agonist – agonists of H. glycines DAF-12 nuclear receptor. HEK293 GAL4-hgDAF12 UAS-luciferase reporter, agonist luminescence; normalized to butyrate control. activation, % at 6.8 µM. 370,000 tested, 1.8% active. AID 687014;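 active means activation above a cutoff set at the mean of all screened compounds plus 3 SD, cut at about 10% in these data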;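 further: 0% = DMSO wells and 100% = sodium butyrate wells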
Rev-erbA mod – modulates human Rev-erb alpha binding to DNA; P20393; Rev-erbα–FITC-DNA binding, fluorescence polarization, 90 min; activity, % at 10 µM; 370,000 tested, 0.79% active; AID 1259318;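 active means activity above about 14%, limit read from the data; passing the limit was not always enough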;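 further: 0% = DMSO wells with 35 nM protein and 100% = DMSO wells with 750 nM protein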
Target sequence (P20393 whole entry, looked up): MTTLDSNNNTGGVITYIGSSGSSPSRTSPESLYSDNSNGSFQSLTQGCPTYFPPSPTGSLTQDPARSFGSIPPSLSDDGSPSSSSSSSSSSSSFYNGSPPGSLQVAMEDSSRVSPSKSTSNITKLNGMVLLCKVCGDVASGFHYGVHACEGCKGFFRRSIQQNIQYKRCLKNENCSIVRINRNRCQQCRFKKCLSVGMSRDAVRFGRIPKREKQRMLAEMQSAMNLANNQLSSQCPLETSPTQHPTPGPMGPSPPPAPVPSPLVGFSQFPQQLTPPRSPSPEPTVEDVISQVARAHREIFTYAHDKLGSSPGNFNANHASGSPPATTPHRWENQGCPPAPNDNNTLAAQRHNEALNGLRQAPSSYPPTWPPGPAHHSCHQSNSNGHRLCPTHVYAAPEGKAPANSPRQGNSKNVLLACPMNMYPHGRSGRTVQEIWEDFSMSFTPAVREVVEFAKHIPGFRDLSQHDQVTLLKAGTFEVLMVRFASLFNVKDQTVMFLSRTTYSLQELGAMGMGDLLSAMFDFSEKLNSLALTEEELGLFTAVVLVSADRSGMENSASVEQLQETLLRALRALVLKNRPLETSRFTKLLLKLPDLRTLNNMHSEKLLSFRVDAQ
hcDAF-12 act – activators of H. contortus DAF-12 nuclear receptor. AID 652067. HEK293 hcDAF-12 lit1-tk-luc reporter, luminescence; 0% DMSO, 100% Δ7-dafachronic acid. activation, % at 6.8 µM. 370,000 tested, 1.4% active;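 active means activation above the mean of all tested compounds plus 3 SD, cut at about 5.5% in these data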;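 further: 100% = response to 3 µM Δ7-dafachronic acid high control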
DAX1 inh-2 – NR0B1 (DAX1) inhibition; P51843; HEK293 Gal4-DAX1 luciferase reporter, luminescence; inhibition, % at 6.75 µM; 340,000 tested, 0.99% active; AID 504766;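 active means inhibition above the mean over all tested compounds plus 3 SD, cut at about 4.2% in these data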;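 further: 0% = DAX1-transfected cells with DMSO and 100% = empty-vector control cells with DMSO; inhibition shows as a rise in luminescence from relieved DAX1 repression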
Target sequence (P51843 207-470 limits assumed): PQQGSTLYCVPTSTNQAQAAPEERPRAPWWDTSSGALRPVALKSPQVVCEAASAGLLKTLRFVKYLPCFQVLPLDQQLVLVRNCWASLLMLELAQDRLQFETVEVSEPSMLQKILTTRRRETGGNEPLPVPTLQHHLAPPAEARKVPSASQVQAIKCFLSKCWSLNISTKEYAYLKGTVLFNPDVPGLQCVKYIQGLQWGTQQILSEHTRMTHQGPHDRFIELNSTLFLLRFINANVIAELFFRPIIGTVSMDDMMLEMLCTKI
* marks the source's active call; other numbers are inactive results; · = no result given.

SMILES	ssDAF-12 act	PG9 Ab binder	HGIII-sPLA2 inh	FXN GAA850 act	SMARCA2 activ	PLC-beta3 inh	DAX1 inh-1	hgDAF12 agonist	Rev-erbA mod	hcDAF-12 act	DAX1 inh-2
CC(C)[C@H](NC(=O)OCc1ccccc1)C(=O)OCC(=O)N1C(C)CCCC1C (stereo not given in full)	-1.3	-1.3	-1	-2.5	2	4	0.8	0.7	8	0.7	-0.6
C/C(=N\Nc1nc(C)cc(-c2ccccc2)n1)c1ccc(C)o1	-0.6	-2.0	-10	0.0	4	-26	-0.4	-1.8	-5	-1.3	1.6
CCC(CNc1cc(OC)cc2cccnc12)NC1CCCCC1 (stereo not given)	-0.4	-4.8	-2	-0.4	-9	-63	-2.0	-6.0	-23	2.3	-0.3
CC(Oc1ccc(-c2ccccc2)cc1)C(=O)N/N=C/c1cccnc1 (stereo not given)	-0.7	1.8	-5	0.6	-1	-2	-0.6	-0.6	-2	-1.3	-1.0
COc1cccc(C(=O)NC(=S)Nc2ccc(Cl)c(C(=O)O)c2)c1	-1.1	-1.1	10	0.3	0	-4	0.9	0.4	-2	-0.7	-1.4
CCC(=O)Nc1ccc(-c2cc(-c3ccccc3)nc(-c3ccc(NC(=O)CC)cc3)n2)cc1	-1.1	8.0	0	-1.9	1	1	0.2	3.6	15	-1.0	-2.0
O=C(C1CCCN(c2ncnc3c2nc2n3CCCCC2)C1)N1CCN(c2ccc(F)cc2)CC1 (stereo not given)	-1.6	-0.7	-2	-0.8	-2	1	-4.7	-3.2	-5	-3.6	-1.4
COC(=O)C(C(=O)OC)c1ccccc1[N+](=O)[O-]	-1.5	-0.7	0	-1.3	-2	4	-0.8	-2.3	-1	1.6	-1.1
Cc1ccc(NC(=O)CN(C)CC(=O)Nc2ccccc2C(=O)Nc2ccccc2)cc1	-1.8	-0.2	-3	-1.0	-1	-5	-0.9	0.3	1	-0.5	0.6
CC1(C)CC(=O)c2cnc(NC(=O)c3ccco3)nc2C1	-0.5	1.1	0	1.4	2	3	0.2	3.5	-5	0.4	0.3
S=c1[nH]ncn1/N=C/c1cccs1	-1.3	0.0	3	0.7	1	-3	0.0	2.0	6	-2.1	0.9
CCOC(=O)CNC(=O)Nc1nnc(-c2ccc(OCC)cc2)o1	-0.6	-0.1	1	0.1	-3	0	-0.6	1.2	0	-0.7	0.3
COc1ccccc1-c1nn2c(=O)cc(C)nc2s1	-1.0	2.2	1	1.6	-1	-8	-0.2	0.6	-4	-2.4	0.7
CCCS(=O)(=O)c1c(S(=O)(=O)CCC)c2c(N)cccn2c1C(=O)c1ccc(OC)cc1	-1.3	-2.9	-29	4.9	1	-40	-0.2	-1.9	-1	-1.5	0.8
CS(=O)(=O)N1CCC(C(=O)NCCN2CCN(Cc3ccccc3)CC2)CC1	-1.2	0.3	8	-1.2	0	-9	0.7	-1.4	2	-0.7	0.3
CC(C)CC1(C(=O)NCc2ccccn2)C=CCN1C(=O)c1ccccc1 (stereo not given)	-1.2	1.9	7	-1.7	1	0	-0.2	2.4	2	-1.1	0.8
Cc1ccc(Nc2c3c(nc4ncnn24)CC(C)CC3)cc1 (stereo not given)	-1.1	-1.5	0	-1.9	-4	0	-0.7	-1.5	6	-0.6	-1.6
Cc1ccc(S(=O)(=O)N2CCC(C(=O)OCC(=O)N3CCCCC3C)CC2)cc1C (stereo not given)	-0.5	1.0	0	-1.8	-3	3	-1.2	1.1	-5	-0.3	0.1
CCOC(=O)C1CCCN(C(=O)c2cc3c(=O)n4ccccc4nc3s2)C1 (stereo not given)	-0.6	-1.1	12	-0.4	-2	-337	-0.1	2.1	-5	0.3	-0.3
O=C(CSc1ccsc1[N+](=O)[O-])N1CCCCC1	-1.4	-2.4	2	-1.3	-1	5	0.0	3.7	-1	0.0	2.1
O=C(NCCCCNC(=O)c1ccccn1)c1ccccn1	-1.6	-4.2	-1	0.6	-4	6	0.0	0.6	0	-1.1	0.8
Fc1ccc(Oc2ncccn2)c(F)c1	-1.1	0.0	7	1.2	-2	-3	0.1	-0.6	1	0.7	0.8
Cc1cc(C)n(-c2nncn2NC(=O)c2ccc(Cl)cc2O)n1	-0.9	-0.3	-10	-0.3	-5	-4	-0.4	0.4	1	-0.1	0.0
Cc1c(NS(=O)(=O)c2ccc(Br)cc2)c(=O)n(-c2ccccc2)n1C	-0.6	1.5	-16	-1.2	-2	-4	0.2	-1.1	4	-0.6	0.6
O=C(OCCN=C1NS(=O)(=O)c2ccccc21)c1ccccc1F	-1.2	-0.9	5	0.8	0	-4	-0.2	-3.2	4	-1.9	0.1

5 entries from above, arranged by length of the SMILES, descending:
SMILES	ssDAF-12 act	PG9 Ab binder	HGIII-sPLA2 inh	FXN GAA850 act	SMARCA2 activ	PLC-beta3 inh	DAX1 inh-1	hgDAF12 agonist	Rev-erbA mod	hcDAF-12 act	DAX1 inh-2
CCC(=O)Nc1ccc(-c2cc(-c3ccccc3)nc(-c3ccc(NC(=O)CC)cc3)n2)cc1	-1.1	8.0	0	-1.9	1	1	0.2	3.6	15	-1.0	-2.0
O=C(C1CCCN(c2ncnc3c2nc2n3CCCCC2)C1)N1CCN(c2ccc(F)cc2)CC1 (stereo not given)	-1.6	-0.7	-2	-0.8	-2	1	-4.7	-3.2	-5	-3.6	-1.4
CCOC(=O)CNC(=O)Nc1nnc(-c2ccc(OCC)cc2)o1	-0.6	-0.1	1	0.1	-3	0	-0.6	1.2	0	-0.7	0.3
CC1(C)CC(=O)c2cnc(NC(=O)c3ccco3)nc2C1	-0.5	1.1	0	1.4	2	3	0.2	3.5	-5	0.4	0.3
Fc1ccc(Oc2ncccn2)c(F)c1	-1.1	0.0	7	1.2	-2	-3	0.1	-0.6	1	0.7	0.8

The list continues.
SMILES	ssDAF-12 act	PG9 Ab binder	HGIII-sPLA2 inh	FXN GAA850 act	SMARCA2 activ	PLC-beta3 inh	DAX1 inh-1	hgDAF12 agonist	Rev-erbA mod	hcDAF-12 act	DAX1 inh-2
COCCNC(=O)C1CCCN(C(=O)c2cc(C(C)(C)C)nn2C)CC1 (stereo not given)	-0.9	-0.2	0	0.2	-1	2	0.1	1.4	-7	0.8	·
COc1ccccc1Nc1ncccc1C(=O)NCc1ccccc1	-1.7	1.0	-14	-3.9	-2	-2	-1.3	1.3	1	-0.9	-1.5
O=C(CSc1nncs1)NNC(=O)c1ccco1	-1.2	-1.7	3	1.5	4	1	1.0	0.6	7	0.4	0.4
O=[N+]([O-])c1ccc(S(=O)(=O)NCC(c2cccnc2)N2CCc3ccccc32)cc1 (stereo not given)	-1.3	1.0	-1	1.7	-2	-1	0.1	-0.4	7	0.1	-1.6
CCOc1ccc(CN2CCN(CC(O)Cn3c4ccccc4c4ccccc43)CC2)cc1 (stereo not given)	-1.4	-0.5	-1	0.7	1	2	-0.4	0.6	8	0.3	-0.6
FC(F)(F)c1nc2nc(Cl)c(Cl)nc2[nH]1	-1.3	-1.3	17	-1.0	-3	-22	0.1	0.3	3	-1.0	3.3
Cc1ccc(NC(=O)COC(=O)CCc2c(C)nc3nc(N)nn3c2C)cc1C	-1.3	-2.8	2	0.3	3	-7	1.4	0.5	3	-1.8	-0.7
O=C(Nc1ccc(CN2CCCCC2)cc1)c1cccc(F)c1	-1.8	0.6	-2	4.1	-1	-7	0.7	4.9	-3	1.7	-0.2
COc1cccc(C2CC(c3cccs3)=NN2C(=O)CSC2=NN3CCCC(=O)N=C3S2)c1OC (stereo not given)	-1.2	-0.5	1	-0.9	-6	-15	-0.4	0.0	2	-2.1	0.5
Oc1c(CN2CCCC(C(F)(F)F)C2)cc(Cl)c2ccccc12 (stereo not given)	-0.4	-1.0	-3	1.7	-5	-71	-0.6	-1.1	0	-0.4	-2.0
Nc1nonc1C(=O)OCC(=O)N1CCCCC1	-1.2	-0.2	3	-1.3	0	1	-0.1	-0.7	-3	0.2	-0.5
CC(Sc1nnc(-c2cccnc2)o1)C(=O)NC1CCCCC1 (stereo not given)	-1.3	-0.2	8	0.9	-1	-8	0.2	0.1	0	0.3	0.7
CCCCN1C(N)=NC[C@@H]1c1ccccc1	-0.9	2.3	9	0.1	0	7	-0.3	1.6	0	0.6	0.5
C=Cc1ccc(Cn2c(=O)n(C)c(=O)c3sccc32)cc1	-1.5	-1.1	-3	-1.4	-3	-5	-1.2	-3.9	0	-2.6	-2.7
Cc1ccc(C)c(C(=O)COC(=O)c2cc([N+](=O)[O-])ccc2N2CCOCC2)c1	-0.3	-0.8	-2	-0.1	-1	-8	0.0	5.8	13	2.5	-0.7
COC(=O)CN1C(=O)[C@H]2[C@@H](c3ccc(C)o3)N3C(=O)CN(Cc4ccccc4)C(=O)[C@@]3(Cc3ccccc3)[C@H]2C1=O	-1.0	-1.4	8	-2.5	0	-6	-0.5	1.3	-1	-0.8	1.7
O=C(OCc1cccc2ccccc12)c1ccc2c(=O)[nH]c(CN3CCOCC3)nc2c1	-1.3	-1.6	1	2.8	2	4	-0.5	2.0	-2	-2.3	-0.4
COc1ccc(CC(=O)Nc2ccc3c(c2)CCC3)cc1S(=O)(=O)N1CCOCC1	-1.3	1.2	-7	2.1	-2	-1	-1.2	-1.1	3	-0.6	-0.8
C=CCN=C1NC(c2ccccc2)C(C(=O)OC)=C(C)N1Cc1cccc(C(F)(F)F)c1 (stereo not given)	-1.8	0.8	3	·	1	-1	0.8	2.2	4	1.9	·
CCOc1ccc(OCc2ccc(C(=O)N3N=C(C(F)F)CC3(O)C(F)F)o2)cc1 (stereo not given)	-1.0	0.1	-11	2.6	2	-20	-0.1	0.1	-3	-0.7	0.4
Cc1ccccc1-n1c(C)cc(/C=N/NC(=O)c2ccc(CN3CCOCC3)cc2)c1C	-1.6	1.3	-1	0.5	-4	-28	-1.2	-1.3	-4	-1.0	-1.3
CCN(CC)CCN(C(=O)c1ccc(S(=O)(=O)N2CCOCC2)cc1)c1nc2cc3c(cc2s1)OCCO3	-0.1	1.1	9	-1.4	2	-11	1.1	-1.6	-2	-0.1	0.9
CCC(=O)c1ccc(OCC(=O)OCC(=O)Nc2ccc(C)c(S(=O)(=O)N3CCCCC3)c2)cc1	-1.0	1.2	-12	-0.9	-1	0	-0.6	-2.6	4	-0.3	0.5
CCN(CC)c1ccc(-c2nn3c(-c4ccccc4Cl)nnc3s2)cc1	-2.0	·	-2	·	1	-239	-1.6	-7.6	5	-4.1	·
O=C(COc1ccccc1F)NNC(=O)Cc1ccc(S(=O)(=O)N2CCOCC2)s1	-0.4	0.1	-26	-0.5	1	-1	-0.5	-1.3	-8	-0.5	-0.5
CCOC(=O)C1CCCN(C(=S)NC(=O)/C=C/c2ccc(F)cc2)C1 (stereo not given)	-1.5	-2.3	7	1.1	-3	-9	-0.1	1.3	-5	-1.1	-0.1
COc1cc(C(=O)NCc2ccc(S(N)(=O)=O)cc2)ccc1OCC(=O)N1CCOCC1	-1.4	1.5	3	1.2	0	-2	0.7	1.8	3	0.8	1.1
